Compound activity deposited in PubChem BioAssay by National Center for Advancing Translational Sciences (NCATS).
N370S GC mod – qHTS Assay for Inhibitors and Activators of N370S glucocerebrosidase as a Potential Chaperone Treatment of Gaucher Disease | Lysosomal acid glucosylceramidase (Homo sapiens), P04062 | N370S GC spleen homogenate, 4MU-glucoside fluorescence | Potency, µM (titrated, usually from 59.4 µM), for inactives: at the highest dose activity change, negative = inhibition, actives largely listed as inhibitors | 330,000 tested, 0.092% active; active = well fitted inhibition curve with a large enough effect; inconclusive = small, poorly fitted or top-dose-only effect, or effect the other way, or another doubt; inactive = no such curve, though single readings can be large or run the other way;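 note: 0% = full enzyme activity and -100% = no enzyme basal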
An asterisk follows results filed as active; ? = inconclusive; & = joins results of further samples; [ ] = remark or other dose. Potency is the fitted concentration of half-maximal effect. The list is partial (hit frequency here may not be typical).

smiles,N370S GC mod
CCCCC/C=C\C\C=C/C=C/C=C/[C@@H](SCC(NC(=O)CCC(N)C(=O)O)C(=O)NCC(=O)O)[C@@H](O)CCCC(=O)O (stereo not given in full),-3%
NCCC[C@@H](CC(=O)N[C@@H]1CCCC[C@H]1C(=O)N[C@H](CC(=O)N[C@@H](CCC(=O)O)CC(=O)O)Cc1ccccc1)NC(=O)C[C@H](Cc1c[nH]c2ccccc12)NC(=O)[C@@H]1CNCC[C@H]1N,-2%
N#Cc1cccc(CS(=O)(=O)c2ccccc2)c1,-8%
CCCc1cc2c(n1Cc1cc(F)cc(F)c1)C(C)C1CN(C(=O)c3ccccc3)C(C)(C(=O)OC)C21 (stereo not given),-9%
C=CCOC(=O)C(C(C)=O)C(NC(=O)OC)c1ccc2ccccc2c1 (stereo not given),6%[12.8 µM]
C[C@@H](CN(C)C[C@H]1C(=O)O[C@@H]2C[C@@]3(C)CCC[C@]4(CO4)C3CC21)[C@H](O)c1ccccc1 (stereo not given in full),0%
COC(=O)C[C@@H]1O[C@H]1[C@H](C)[C@@H](OC)C(C)C,9%[12.8 µM]
Cc1c(O)ccc2c1OCO2,7%[12.8 µM]
CC(=O)O[C@H](C(=O)O[C@@H]1C[C@@H](CCC[C@H]2O[C@H](C(=O)OC(C)C)CC[C@@H]2C)O[C@@H](CC#N)C1)c1ccccc1,5%
O=C(O)CNC(=O)c1ccc(CO)o1,8%
CC(=O)C1=C(O)C=C2Oc3c(C(C)=O)c(O)c(C)c(O)c3[C@]2(C)C1=O,-13%
CCN1C(=O)[C@H]2[C@H]3[C@H](O)[C@H](O)C/C(=N/OC)[C@@H]3CC[C@@H]2C1=O,5%[12.8 µM]
CCC/C=C(\CCC)C(NC(=O)OCC(C)C)c1ccccc1 (stereo not given),3%
O=C1CCCC(C(C(=O)OCc2ccccc2)C(=O)OCc2ccccc2)C1 (stereo not given),0%
COc1ccc2c(c1)C(=O)[C@H](OC(=O)NCCc1ccc(OC)c(OC)c1)[C@@H](c1ccc(OC)c(Br)c1)O2,-8%
CO[C@H]1COC(=O)C/C=C\[C@H](C)[C@H](OC)COC(=O)[C@@H](C)COC(=O)C/C=C\[C@@H]1C,9%&2%[12.8 µM]
CC1=C2C(=CO[C@H](C)[C@H]2C)C(=O)C(C(=O)O)=C1O,10%
O=C(N/N=C1/C[C@@H](O)[C@@H](O)[C@@H]2[C@@H]3C(=O)N(C4CCCCC4)C(=O)[C@H]3CC[C@H]12)OCc1ccccc1,-6%[12.8 µM]
Cc1nc(NCc2ccccc2)c2nc(-c3ccccc3)n(CC(C)(C)CN(C)C)c2n1,-19%
CCN1C(C)=C(C(=O)OC)C(c2ccccc2)N2C(=O)[C@](O)(C(=O)OC)C(c3ccccc3)C(C(=O)c3ccccc3)=C12 (stereo not given in full),?
C=CCOC(=O)C(C(C)=O)C(NC(=O)OC)c1ccc(Cl)cc1 (stereo not given),-6%[12.8 µM]
O=c1cc(-c2ccccc2O)oc2c(O)c(O)ccc12,-19%
O=C(NCCC[N+]1=CC=N[C@H]1c1ccccc1)N1CCCc2nc(-c3ccc(Br)cc3)ccc21,4%[12.8 µM]
CCn1c(=O)c2[nH]c(-c3ccccc3)nc2n(CC)c1=O,7%

Reprinted at random: 2 compounds from above, in no set order.
smiles,N370S GC mod
CCN1C(C)=C(C(=O)OC)C(c2ccccc2)N2C(=O)[C@](O)(C(=O)OC)C(c3ccccc3)C(C(=O)c3ccccc3)=C12 (stereo not given in full),?
O=c1cc(-c2ccccc2O)oc2c(O)c(O)ccc12,-19%

Other entries.
smiles,N370S GC mod
CCOC(=O)C1=CC2(CC)CCCN3CCc4c(n1c1ccccc41)C32 (stereo not given),-7%&-6%
Cc1cccc(C(=O)O)c1,13%
CC[C@H]1C2=C3C(CC[C@H]4C(OCc5ccc(F)cc5C(F)(F)F)OC[C@](C)([C@@H]34)N(C(=O)OC(C)(C)C)C2)C(COC)C1COC (stereo not given in full),0%
COc1cccc(C(=O)CC2c3c(c(Br)c4c(c3OC)OCO4)CCN2C)c1 (stereo not given),-4%
COC(=O)c1ccc(C(NC(=O)OCc2ccccc2)/C(F)=C/[C@@H](C)C(=O)NCCc2c[nH]c3ccc(OC)cc23)cc1 (stereo not given in full),-3%
CC(C)NC(=O)[C@H]1C[C@@H]1[C@H](NC(=O)OCc1ccccc1)c1ccccc1,-16%
CC(C)=CCC/C(C)=C/CO/N=C1/C[C@@H](O)[C@@H](O)[C@@H]2[C@@H]3C(=O)N([C@@H](C)c4ccccc4)C(=O)[C@H]3CC[C@@H]12,1%[12.8 µM]
C/C=C/C1=Cc2ccccc2C(CC(=O)OC)N1C(=O)OC (stereo not given),-10%[12.8 µM]
COc1ccc(/C=C/c2cc(OC)c(OC)cc2CC[N+](C)(C)C)cc1,2%
COC(=O)Cn1c(C(=O)N(C)C)cc2c1C[C@H]1CN(C(=O)c3ccccc3)[C@@](Cc3ccc(F)cc3)(C(=O)OC)[C@@H]21,-13%
COC(=O)NC(C(=O)OC)(C(=O)OC)c1ccccc1,-19%
FC(F)(F)c1cccc(Cl)c1,6%
O=C(NCCOc1ccccc1)O[C@@H]1C(=O)c2cc(Br)ccc2O[C@H]1c1ccc2c(c1)OCO2,1%
CCCn1c(-c2ccc(F)cc2)nc2c(NCCN(C(C)C)C(C)C)nc(C)nc21,-8%
CC(C)=CCC/C(C)=C/CO/N=C1/C[C@@H](O)[C@@H](O)[C@@H]2[C@@H]3C(=O)N(Cc4ccccc4)C(=O)[C@H]3CC[C@H]12,-3%[12.8 µM]
CCCCC(=O)N(C)C,19%
COc1ccc2c(c1)C(=O)[C@@H](OC(=O)Nc1ccc(C)c(Br)c1)[C@H](c1ccc(OC)c(Br)c1)O2,0%
C[C@H]1Cc2c(-c3ccccc3)nc3c(c2CO1)CN(S(=O)(=O)c1ccc(Cl)c2nonc12)CC3,4%[12.8 µM]
C=C(C(=O)C(C)(C)O)C(O)c1ccc([N+](=O)[O-])cc1 (stereo not given),-5%
CCOC(=O)CCN1C(=O)[C@H]2[C@@H]3[C@H](O)[C@H](O)CC(=O)[C@H]3CC[C@H]2C1=O,-7%&-3%[12.8 µM]
COC(=O)C1=C(C(=O)OC)[C@@H]2Nc3ccccc3[C@@]23C[C@@H](C(=O)OC)N(S(=O)(=O)c2c(C)noc2C)C3=N1,5%[12.8 µM]
COC(=O)N1[C@H]2CC[C@@]3(C)C=C(C)O[C@]1(C)C3c1ccccc12,15%
C[C@@H]1/C=C\CC(=O)OC[C@H]2O[C@@H](C=C[C@@H]2O)[C@H](C)/C=C\CC(=O)OC1,1%[12.8 µM]
CCCn1c(-c2ccc(F)cc2)nc2c(NCCN(CC)CC)nc(C)nc21,7%
C=C(C)C(=O)OC,9%
COC(=O)N[C@@H](/C=C/c1ccccc1)C[N+](=O)[O-],12%
COC(=O)c1ccc(C(NC(=O)c2ccccc2)[C@]2(C)C[C@H]2C2CCCCC2)cc1 (stereo not given in full),6%
COc1cc(NS(=O)(=O)c2cccc([N+](=O)[O-])c2)c2ncccc2c1,12%
NC(=O)Nc1nc2ccccc2[nH]1,11%
CC(=O)Oc1cc(OC(C)=O)c2c(=O)cc(-c3ccc(OC(C)=O)c(OC(C)=O)c3)oc2c1,-17%
CCn1ccnc1C[C@@H]1COc2ccccc2O1,8%
C/C=C(\C)C(=O)OC1C(OC(=O)C2(C)OC2C)c2cc3ccc(=O)oc3cc2OC1(C)C (stereo not given),4%
Cc1ccc(S(=O)(=O)N[C@H]2COC(=O)[C@H](C)COC(=O)[C@H](C)NC(=O)C/C=C\[C@H]2C)cc1,-1%[12.8 µM]
COC(=O)c1ccc(C(/C=C/[C@@H](C)C(=O)N[C@H](C)CO)NC(=O)OCc2ccccc2)cc1 (stereo not given in full),14%
COC(=O)N1C2=C(c3ccccc3[C@@H]1CC(=O)Nc1ccc3ccc4cccc5ccc1c3c45)[C@@H]1C(=O)N(c3ccccc3)C(=O)[C@@H]1[C@H](C)C2,-4%[12.8 µM]
C[C@@H](Oc1ccc(Oc2cnc3ccc(Cl)cc3n2)cc1)C(=O)O,3%
CCCCC(CC)COC(=O)COc1ccc(Cl)cc1Cl (stereo not given),6%
C=C(C)CC1(c2ccccc2)Oc2ccccc2-c2nc3cc(Cl)c(Cl)cc3nc21 (stereo not given),2%[12.8 µM]
CC(C)CC1(C(=O)O)C=CCN1C(=O)c1ccccc1 (stereo not given),-3%
CC(Nc1oc(-c2ccccc2)nc1-c1cccc2ccccc12)c1ccccc1 (stereo not given),-1%
COC(=O)C1(C(=O)OC)CC2=CC(CC2=O)Cc2ccccc2[C@@H]1C[N+](=O)[O-] (stereo not given in full),17%
CCCCCNCCCCC,12%
CC(=O)OC[C@@H]1O[C@@H](O/N=C2/C[C@@H](O)[C@@H](O)[C@@H]3[C@@H]4C(=O)N(C5CCCCC5)C(=O)[C@H]4CC[C@H]23)[C@H](OC(C)=O)[C@H](OC(C)=O)[C@@H]1OC(C)=O,12%[12.8 µM]
CCCn1c(-c2ccc(F)cc2)nc2c(NC3CCN(Cc4ccccc4)CC3)nc(C)nc21,-18%
COc1ccc(O[C@H]2C=C[C@@H](c3ccccc3)O[C@H]2CO/N=C2/[C@H]3O[C@@H]3[C@@H](O)[C@H]3[C@H]2CCn2c(=O)n(-c4ccccc4)c(=O)n23)cc1,3%[12.8 µM]
Cc1ccc(S(=O)(=O)Nc2cccc3ccc(C)nc23)cc1,-3%
O=C(/C=C/c1ccc(O)c(O)c1)OC1C[C@](O)(C(=O)O)C[C@@H](O)[C@H]1O (stereo not given in full),5%&-6%
CO[C@@H]1COC(=O)[C@@H](CCSC)NC(=O)C/C=C\[C@@H](C)COC(=O)CCC[C@H]1C,-5%[12.8 µM]

The final seven entries of the part before open the next one.
smiles,N370S GC mod
CCCCCNCCCCC,12%
CC(=O)OC[C@@H]1O[C@@H](O/N=C2/C[C@@H](O)[C@@H](O)[C@@H]3[C@@H]4C(=O)N(C5CCCCC5)C(=O)[C@H]4CC[C@H]23)[C@H](OC(C)=O)[C@H](OC(C)=O)[C@@H]1OC(C)=O,12%[12.8 µM]
CCCn1c(-c2ccc(F)cc2)nc2c(NC3CCN(Cc4ccccc4)CC3)nc(C)nc21,-18%
COc1ccc(O[C@H]2C=C[C@@H](c3ccccc3)O[C@H]2CO/N=C2/[C@H]3O[C@@H]3[C@@H](O)[C@H]3[C@H]2CCn2c(=O)n(-c4ccccc4)c(=O)n23)cc1,3%[12.8 µM]
Cc1ccc(S(=O)(=O)Nc2cccc3ccc(C)nc23)cc1,-3%
O=C(/C=C/c1ccc(O)c(O)c1)OC1C[C@](O)(C(=O)O)C[C@@H](O)[C@H]1O (stereo not given in full),5%&-6%
CO[C@@H]1COC(=O)[C@@H](CCSC)NC(=O)C/C=C\[C@@H](C)COC(=O)CCC[C@H]1C,-5%[12.8 µM]
C/C(CCC(=O)OC[C@@H]1O[C@H](C#Cc2ccccc2)C=C[C@@H]1Oc1ccc(C)cc1)=N/O[C@@H](C)CN1CCCc2nc(C)c(C)cc21,-8%[12.8 µM]
COC(=O)C/C=C\[C@@H](C)[C@@H](/C=N\O[C@@H]1O[C@H](COC(C)=O)[C@H](OC(C)=O)[C@H](OC(C)=O)[C@H]1OC(C)=O)OC,-2%[12.8 µM]
O=C1OC(=O)c2ccccc21,2%
CC[C@H](C)C(=O)O[C@H]1CCC=C2C=C[C@H](C)[C@H](CC[C@@H]3C[C@H](O)CC(=O)O3)C21 (stereo not given in full),0%
COC(=O)C1(C(C)=O)CC2=CC[C@@H]3C(=O)N(c4ccccc4)C(=O)[C@@H]3[C@@H]2Cc2ccccc2[C@@H]1C[N+](=O)[O-] (stereo not given in full),-5%
Nc1nc2ccc([N+](=O)[O-])cc2s1,-3%
CC(C)(C)c1cc(C(=O)/C=C/c2ccc(C(=O)O)cc2)cc(C(C)(C)C)c1,16%
NCCC[C@@H](CC(=O)N[C@@H]1CCCC[C@H]1C(=O)N[C@H](CC(=O)N[C@@H](CCC(=O)O)CC(=O)O)Cc1ccccc1)NC(=O)C[C@H](Cc1ccccc1)NC(=O)[C@@H]1CCCC[C@H]1N,3%
CCCNC(=O)OC[C@@H]1O[C@H](CCO/N=C(\C)CCN2CCCCc3nc(C)c(C)cc32)C=C[C@@H]1Oc1ccc(OC)cc1,12%[12.8 µM]
C=C(C)C1CC=C(C)C(OC(C)=O)C1 (stereo not given),13%
CC(C)C[C@@H](CC(=O)N[C@H](CC(=O)N[C@@H]1CCCC[C@H]1C(=O)N[C@H](CC(=O)N[C@@H](CCC(=O)O)CC(=O)O)Cc1c[nH]c2ccccc12)C(C)C)NC(=O)[C@@H]1CNCC[C@H]1N,4%
C[C@@H](c1ccccc1)N1C(=O)[C@H]2[C@@H]3[C@H](O)C=CC(=O)[C@H]3CC[C@H]2C1=O,4%[12.8 µM]
COC(C)=O,-6%
COC(=O)[C@H](Cc1ccccc1)NC(=O)O[C@@H]1C(=O)c2cc(OC)ccc2O[C@H]1c1cccc(OC)c1,-5%
CC1(C)OC(C(O)(c2cccc3c2oc2ccccc23)c2cccc3c2oc2ccccc23)C(C(O)(c2cccc3c2oc2ccccc23)c2cccc3c2oc2ccccc23)O1 (stereo not given),5%[12.8 µM]
COCOc1ccc(Br)cc1C(=O)[C@H]1O[C@H]1c1cccc(OC)c1,1%[12.8 µM]
CC(=O)O[C@@H]1CC(C)=C2[C@H]1[C@H](C)CC[C@H]2/C=C(\C)C(=O)O,7%
C/C=C/OC(=O)NC(c1ccccc1)[C@@]1(C(=O)OCC)CCCC1=O (stereo not given in full),-5%[12.8 µM]
O=C1[C@H]2[C@H]3[C@H](O)[C@H](O)C/C(=N/OCc4ccccc4)[C@H]3CC[C@@H]2C(=O)N1C[C@@H]1CCCO1,15%[12.8 µM]
